# Screening data as filed in PubChem.
# GPR151 activ: activators of human GPR151; PathHunter beta-arrestin GPR151 cells, luminescence; Q8TDV0; activation, % at 11.2 µM; 650,000 compounds, 1% hits; AID 1508602; in the data active = activation above about 4.9%;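 note: 0% = median of compound wells and 100% = cells with positive control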
# FBW7 act: activators of human E3 ligase FBW7; Q969H0; AlphaScreen FBW7–phospho-cyclin E peptide binding, activator screen; normalized activity (activation), % at 26.1 µM; 650,000 compounds, 0.13% hits; in the data active = normalized activity above about 1.9%;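 note: purified mutant Fbw7 with reduced substrate affinity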
# Target sequence (Q969H0 whole entry, looked up): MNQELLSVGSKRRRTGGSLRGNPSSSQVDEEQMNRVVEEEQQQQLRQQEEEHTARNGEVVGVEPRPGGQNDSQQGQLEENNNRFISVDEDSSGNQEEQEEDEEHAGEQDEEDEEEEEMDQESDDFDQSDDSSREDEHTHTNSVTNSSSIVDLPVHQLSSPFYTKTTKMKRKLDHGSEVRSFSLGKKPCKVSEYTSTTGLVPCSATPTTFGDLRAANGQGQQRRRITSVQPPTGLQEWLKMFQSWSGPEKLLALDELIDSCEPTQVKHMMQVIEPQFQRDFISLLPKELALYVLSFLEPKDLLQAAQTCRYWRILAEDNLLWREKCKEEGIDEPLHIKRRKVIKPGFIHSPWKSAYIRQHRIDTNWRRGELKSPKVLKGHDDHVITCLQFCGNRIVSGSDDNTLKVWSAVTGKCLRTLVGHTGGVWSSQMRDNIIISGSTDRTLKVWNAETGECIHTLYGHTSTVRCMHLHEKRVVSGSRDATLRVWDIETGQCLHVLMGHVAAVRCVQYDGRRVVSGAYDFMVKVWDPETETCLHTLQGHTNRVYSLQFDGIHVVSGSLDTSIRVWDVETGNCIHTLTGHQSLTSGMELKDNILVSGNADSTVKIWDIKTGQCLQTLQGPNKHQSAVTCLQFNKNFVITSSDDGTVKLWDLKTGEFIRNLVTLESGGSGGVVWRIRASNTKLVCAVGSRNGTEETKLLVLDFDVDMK
# TEAD-YAP block: TEAD-YAP interaction inhibition; HEK-TIYL cells, TEAD-Gal4/YAP UAS-luciferase luminescence; inhibition, % at 9.12 µM; 640,000 compounds, 1.4% hits; AID 1259422; in the data active = inhibition above about 32%;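 note: 0% = median of test compound wells and 100% = reference inhibitor wells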
# MITF primary: blocks human microphthalmia-associated transcription factor; O75030; AlphaScreen MITF homodimerization, bead proximity signal; inhibition, % at 2.6 µM; 650,000 compounds, 0.91% hits; in the data active = inhibition above about 50%;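 note: 0% = vehicle wells with protein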
# Numbers without * were called inactive. Rows were taken by chance; overall some 3.5% were active at least once.
# Field names: A = GPR151 activ; B = FBW7 act; C = TEAD-YAP block; D = MITF primary
COc1ccc(OC)c(NC(=O)CCc2c(C)nc3c4c(C)cc(C)nc4nn3c2C)c1
  A = -0.2	B = 0.0	C = -15.0	D = 4.2
Cc1cccc(Oc2ccc(N3C(=O)C4C5CCC(C5)C4C3=O)cc2)c1C (centres undefined)
  A = 0.0	B = -0.1	C = -0.5	D = 0.1
COc1cccc(OC)c1C(=O)Nc1ccc(OC(C)C)cc1
  A = 1.3	B = -0.4	C = 4.3	D = 9.1
CC(=O)N1Cc2ccccc2CC1C(=O)Nc1ccc(F)cc1C (centres undefined)
  A = -0.7	B = -0.2	C = -11.8	D = 2.5
CCC1=NN2C(=N)/C(=C\c3cccc(OCCOc4cc(C)cc(C)c4)c3)C(=O)N=C2S1
  A = -1.3	B = 0.1	C = -30.5	D = -21.2
O=C(Nc1ccccc1C(F)(F)F)c1cc2ccccc2o1
  A = -4.1	B = 0.1	C = -43.1	D = -13.0
O=C(CN1C(=O)c2cccnc2Oc2ccc(Cl)cc21)NC1CCCCC1
  A = -0.8	B = -0.1	C = 2.9	D = 0.7
COc1ccc(NC(c2ccccc2)c2ccncc2)cc1 (centres undefined)
  A = -1.0	B = -0.1	C = -8.0	D = 3.9
COc1cc(OC)cc(C(=O)c2ccc(C(=O)Nc3cc(Oc4ccc(F)cc4)cc([N+](=O)[O-])c3)cc2)c1
  A = 0.3	B = 0.3	C = 12.5	D = 1.3
CCCC1=NN(c2ccccc2)C(=O)/C1=C\c1ccccc1OCC(=O)O
  A = -1.4	B = 0.2	C = 10.5	D = 16.6
Cc1c(CNCC2CCCO2)c(C(=O)O)c(C)n1Cc1ccc(F)cc1Cl (centres undefined)
  A = -0.7	B = -0.2	C = -3.8	D = 24.6
Cc1cc2ccccc2n2c(SCC(=O)O)nnc12
  A = -0.6	B = 0.0	C = -10.5	D = 3.5
Cc1cc(C)n2c(SCC(=O)Nc3sc4c(c3C#N)CCC(C)C4)nnc2n1 (centres undefined)
  A = 1.3	B = 0.1	C = 0.9	D = 11.1
CCc1ccc(NC(=O)CCNC(=O)Cn2cnc3ccccc3c2=O)cc1
  A = 2.3	B = 0.0	C = -0.5	D = 15.2
CN(C)/C=N/c1ncc(C(=O)c2ccccc2)s1
  A = -1.7	B = 0.1	C = -45.2	D = 4.1
O=C1NC(=O)C(=Cc2cn(CCOc3ccc(F)cc3)c3ccccc23)C(=O)N1
  A = -1.2	B = -0.2	C = 0.5	D = 4.9
O=C(NC(=S)Nc1cccc(-c2nc3ncccc3o2)c1)c1ccccc1Cl
  A = -0.6	B = 0.0	C = -3.2	D = 18.3
Cc1nnc(SCC(=O)N2CCN(c3nc4ccccc4s3)CC2)s1
  A = 0.9	B = 0.0	C = -3.4	D = -0.6
CC(C)=NN1C(=O)c2cccc3cccc(c23)C1=O
  A = 3.4	B = 0.1	C = -2.9	D = -9.8
O=C(O)c1ccccc1N=Nc1c(O)c2ccccc2oc1=O
  A = -8.2	B = -0.2	C = -6.2	D = -3.5
Cc1cccc(NC(=O)c2cnn3c2NC(c2ccco2)CC3C(F)(F)F)c1C (centres undefined)
  A = 0.6	B = 0.1	C = 6.0	D = 20.9
Cc1ccc(C)n1CCc1c[nH]c2ccccc12
  A = 0.0	B = -0.1	C = 1.5	D = 7.8
COC(=O)c1nnn(-c2nonc2N)c1CN1CCC(Cc2ccccc2)CC1
  A = 0.7	B = 0.0	C = -7.8	D = -21.4
CCOC(=O)N1CCC(NC(=O)c2cc(S(=O)(=O)N3CCCCC3)ccc2F)CC1
  A = -0.4	B = 0.1	C = 1.1	D = -12.9
CN(CCC#N)C(=O)COc1ccc2c(c1)C(=O)CC(C)(C)O2
  A = 0.2	B = 0.2	C = 4.1	D = 6.3
O=C(NCC1CCCN1S(=O)(=O)c1ccccc1)c1ccc(F)c(F)c1 (centres undefined)
  A = 0.6	B = 0.5	C = 5.6	D = 8.7
CCS(=O)(=O)NCC(c1ccco1)S(=O)(=O)c1cccs1 (centres undefined)
  A = -1.5	B = 0.0	C = -5.1	D = -5.6
CC(=O)N/C(N)=N/c1nc2cc([N+](=O)[O-])ccc2o1
  A = -0.4	B = 0.0	C = -35.9	D = 2.6
COc1cc2c(cc1OC)C(C)N(C(=O)c1cc3ccccc3o1)CC2 (centres undefined)
  A = -0.3	B = 0.3	C = 5.5	D = 16.5
CN(C)S(=O)(=O)Nc1ccc(N2CCC(NCCn3ccc4ccccc43)CC2)cc1
  A = 0.2	B = -0.1	C = 2.1	D = 7.4

# An excerpt from above in order of formula weight, smallest number first.
# Field names: A = GPR151 activ; B = FBW7 act; C = TEAD-YAP block; D = MITF primary
Cc1ccc(C)n1CCc1c[nH]c2ccccc12
  A = 0.0	B = -0.1	C = 1.5	D = 7.8
CC(C)=NN1C(=O)c2cccc3cccc(c23)C1=O
  A = 3.4	B = 0.1	C = -2.9	D = -9.8
CC(=O)N/C(N)=N/c1nc2cc([N+](=O)[O-])ccc2o1
  A = -0.4	B = 0.0	C = -35.9	D = 2.6
O=C(O)c1ccccc1N=Nc1c(O)c2ccccc2oc1=O
  A = -8.2	B = -0.2	C = -6.2	D = -3.5
CN(CCC#N)C(=O)COc1ccc2c(c1)C(=O)CC(C)(C)O2
  A = 0.2	B = 0.2	C = 4.1	D = 6.3
CCS(=O)(=O)NCC(c1ccco1)S(=O)(=O)c1cccs1 (centres undefined)
  A = -1.5	B = 0.0	C = -5.1	D = -5.6
COc1cc2c(cc1OC)C(C)N(C(=O)c1cc3ccccc3o1)CC2 (centres undefined)
  A = -0.3	B = 0.3	C = 5.5	D = 16.5
O=C(NCC1CCCN1S(=O)(=O)c1ccccc1)c1ccc(F)c(F)c1 (centres undefined)
  A = 0.6	B = 0.5	C = 5.6	D = 8.7
COC(=O)c1nnn(-c2nonc2N)c1CN1CCC(Cc2ccccc2)CC1
  A = 0.7	B = 0.0	C = -7.8	D = -21.4
CN(C)S(=O)(=O)Nc1ccc(N2CCC(NCCn3ccc4ccccc43)CC2)cc1
  A = 0.2	B = -0.1	C = 2.1	D = 7.4

# Later entries.
# Field names: A = GPR151 activ; B = FBW7 act; C = TEAD-YAP block; D = MITF primary
O=C(/C=C/c1ccccc1)Nc1nnc(Cc2ccc(F)cc2)s1
  A = -0.4	B = 1.6	C = 0.3	D = 8.6
CC1(C)CC(=O)C2=C(C1)N(c1ccc(F)cc1)C(=O)CC2c1cccnc1 (centres undefined)
  A = -0.7	B = -0.2	C = -4.0	D = -0.9
COC(=O)C1CC(=O)N(c2ccc(OC)cc2)C1 (centres undefined)
  A = -0.8	B = -0.1	C = 2.2	D = 7.2
COc1ccc(S(=O)(=O)N2CCC(C(N)=O)(N3CCCCC3)CC2)cc1OC
  A = 0.2	B = 0.0	C = -7.8	D = 1.1
COc1ccc(NC(=S)N2CCC(N(C)CCN3CCOCC3)CC2)cc1
  A = -0.4	B = 0.4	C = -16.7	D = -4.8
